Screening data as filed in PubChem BioAssay.
SIRT5 inh – sirtuin-5 (human) deacylase inhibition; 330,000 compounds, 1.1% hits; Purified SirT5, succinyl-peptide AMC, trypsin-coupled fluorescence; inhibition, % at 15 µM; in the data active = inhibition above about 15%
Target sequence (Q9NXA8 whole entry, looked up): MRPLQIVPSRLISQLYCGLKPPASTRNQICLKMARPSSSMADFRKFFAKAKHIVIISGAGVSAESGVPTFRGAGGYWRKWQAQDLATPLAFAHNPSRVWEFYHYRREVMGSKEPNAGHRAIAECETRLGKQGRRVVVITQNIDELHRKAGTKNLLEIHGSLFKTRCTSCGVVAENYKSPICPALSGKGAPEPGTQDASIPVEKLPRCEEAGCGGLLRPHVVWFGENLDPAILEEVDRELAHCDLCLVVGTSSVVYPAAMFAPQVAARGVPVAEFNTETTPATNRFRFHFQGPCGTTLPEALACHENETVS
LGR2 antag – Drosophila LGR2 receptor signaling inhibition | 380,000 compounds, 0.35% hits | inhibition, % at 9.99 µM | AID 720647 | HEK293 LGR2, CRE-luciferase, bursicon-stimulated, 4 h;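 active = drop in luminescence signal, shown as inhibition above about 50% in the replicate tests, limit read from the data, passing the limit was not always enough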;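 also: agonist challenge used bursicon conditioned medium at about half maximal strength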
S100A4 inh HTS – inhibitors of human S100A4 binding to myosin IIA peptide; AID 652163; inhibition, % at 10.7 µM; S100A4/TAMRA-MyoIIA peptide fluorescence polarization; 360,000 compounds, 0.14% hits;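 active = mean inhibition of at least 70% across replicates, with every replicate also reaching that level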
Target sequence (P26447 whole entry, looked up): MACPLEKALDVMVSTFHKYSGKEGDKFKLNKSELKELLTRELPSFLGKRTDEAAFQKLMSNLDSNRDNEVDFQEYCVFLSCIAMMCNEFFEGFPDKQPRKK
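Test system: S100A4 monomer protein. Medium: HEPES buffer with Ca2+, pH 7.2. Reagent: fluorescent myosin IIA peptide, 5 nM. Compound dosing: single-point compound testing. Timing: 5 min between mix addition and reading. Benchmarks: DMSO neutral and TFP positive wells.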
Statin myotox sup – suppressors of simvastatin-induced myotoxicity in C2C12 myotubes. 330,000 compounds, 0.78% hits. rescue of ATP level, % at 7.49 µM. ATP luminescence, 48 h; scaled: DMSO 0, geranylgeraniol control 100. AID 602340;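 active = mean ATP rescue above about 67%, or every replicate alone reaching that limit, limit read from the data, passing the limit was not always enough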;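 also: myotubes were challenged with 10 µM simvastatin during compound exposure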
CASP6 VEID inh – caspase-6 (human) enzyme inhibition; P55212; 350,000 compounds, 0.53% hits; purified caspase-6, Z-VEID-R110 cleavage fluorescence; inhibition, % at 12.5 µM;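 active = mean inhibition across replicates at least about 35%, with every replicate also reaching that limit, limit read from the data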;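 also: 0% = median of neutral control wells and 100% = no fluorescence left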
Target sequence (P55212 24-179 limits assumed): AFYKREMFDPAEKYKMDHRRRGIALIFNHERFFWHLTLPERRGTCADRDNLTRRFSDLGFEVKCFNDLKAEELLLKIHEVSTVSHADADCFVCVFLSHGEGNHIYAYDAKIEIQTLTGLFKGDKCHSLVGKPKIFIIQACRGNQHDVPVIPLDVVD
Target sequence (P55212 194-293 limits assumed): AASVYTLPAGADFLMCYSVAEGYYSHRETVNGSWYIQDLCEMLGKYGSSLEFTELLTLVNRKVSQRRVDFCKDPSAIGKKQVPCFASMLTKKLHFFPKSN
FN deposition inh – fibronectin deposition inhibition | inhibition, % at 12.6 µM | 350,000 compounds, 0.086% hits | AH1F fibroblasts, Alexa488-fibronectin deposition fluorescence, overnight | AID 743247;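 active = mean inhibition across replicates of 30% or more, regardless of how many single replicates reach that level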;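 also: positive control wells lacked labelled fibronectin entirely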
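Measured by – fluorescence 485/525 nm · System – AH1F fibroblast monolayer, labelled fibronectin deposition · Amount – 10000 cells per well · Buffer or medium – serum-reduced DMEM (2% serum) · Doses – single dose, pinned · Also added – fluorescent fibronectin at 24 nM final · Schedule – 1 h cell attachment, overnight exposure to compound and label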
esBAF inh – SWI/SNF esBAF complex inhibition; mouse ES cells, Bmi1-luciferase knock-in reporter, 24 h; 100% = twice the neutral-well signal; reporter increase, % at 12.5 µM; 350,000 compounds, 2% hits; in the data active = activation above about 40%;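 also: 0% = median of the plate's neutral control wells and 100% = double that signal; a rise in the Bmi1 reporter signal indicates esBAF inhibition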
The depositor's hits bear a star; nt = no result given; & = joins results of further samples. Some of the compounds tested (hit frequency here may not be typical).

SMILES | SIRT5 inh | LGR2 antag | S100A4 inh HTS | Statin myotox sup | CASP6 VEID inh | FN deposition inh | esBAF inh
Cc1cnc(C(=O)N2CCCC(N3CCN(c4cccc(C(F)(F)F)c4)CC3)C2)cn1 (stereo not given) | 0 | -21 | 1 | 3 | 0 | nt | -1
COc1ccc(-n2nc(C(=O)N(C)C)nc2-c2ccccc2)cc1 | -2 | -10 | -3 | -7 | 0 | 5 | 3
C[C@H](c1ccccc1)N1C[C@H](COCc2ccccc2)Oc2cc(N3CC[C@H](N(C)C)C3)ccc2S1(=O)=O | -1 | -11 | -1 | nt | -6 | 7 | nt
Cn1c(=O)c2c(nc(NC(Cc3ccccc3)C(=O)O)n2Cc2ccccc2)n(C)c1=O (stereo not given) | nt | -1 | nt | -4 | nt | nt | -1
C[C@H](CO)N1C[C@H](C)[C@@H](CN(C)Cc2ccc3c(c2)OCO3)Oc2ccc(NC(=O)Nc3ccccc3)cc2CC1=O | 5 | -1 | -13 | -50 | 0 | nt | -5
COc1ccc(C2c3sc(=O)[nH]c3SC3C(=O)N(c4ccccc4)C(=O)C32)cc1 (stereo not given) | 1 | 6 | -2 | 2 | 5 | -2 | 5
Cc1ccc(CNC(=O)[C@H](C)N2C(=O)N3CCc4c([nH]c5ccccc45)[C@@]3(C)C2=O)cc1 | -1 | nt | 0 | 14 | 5 | nt | 24
COCC(=O)N(C)C[C@@H]1Oc2ncc(-c3ccccc3C)cc2C(=O)N([C@@H](C)CO)C[C@H]1C | -3 | -10 | -6 | -4 | -1 | -1 | 4
CSc1nnc(SCC(=O)N(C)c2c(N)n(Cc3ccccc3)c(=O)[nH]c2=O)s1 | -3 | -2 | -2 | -3 | 5 | 1 | 0
Cn1c(SCC(=O)NC(C)(C)C)nc(O)cc1=O | -1 | 12 | 2 | 13 | 0 | nt | -2
COc1ccc(-c2nc3ccc(C(=O)NCC(OC)OC)cc3nc2-c2ccc(OC)cc2)cc1 | 0 | -4 | 2 | nt | 3 | -4 | nt
CC(NC(=O)c1ccccc1)C(=O)N/N=C/c1cccc([N+](=O)[O-])c1 (stereo not given) | -3 | -22 | -3 | nt | -5 | -6 | nt
CN1CC(=O)N(CC(=O)NCCc2ccc(F)cc2)c2ccccc2C1=O | nt | nt | nt | 2 | nt | 0 | -3
COC(=O)c1cc(NS(=O)(=O)c2ccc3c(c2)CCC(=O)N3)cc(C(=O)OC)c1 | -1 | -3 | -6 | 1 | 4 | nt | 2
Cc1sc2ncnc(OCC(=O)N3CCN(C(=O)c4ccco4)CC3)c2c1C | 3 | -8 | 3 | 2 | 0 | -2 | -5
O=C(CSc1nc2ccccc2o1)NCc1ccc2c(c1)OCO2 | -2 | -48 | -4 | 1 | 0 | 14 | 23
CCCN(CC(=O)Nc1ccccc1OC)C(=O)CN1C(=O)NC2(CCCCC2)C1=O | -1 | 12 | -11 | 8 | -1 | -9 | -10
Cc1noc(C)c1NC(=O)Nc1ccc2c(c1)C(=O)N([C@@H](C)CO)C[C@@H](C)[C@@H](CN(C)CC1CCCCC1)OCCCC[C@H](C)O2 | 3 | -9 | 1 | nt | -11 | -1 | 0
Cc1ccc(C)c(Cn2nnc3c(=O)[nH]c(C4CCN(C(=O)c5cccs5)CC4)nc32)c1 | nt | nt | nt | 16 | nt | -28 | 2
CN(C(=O)CSc1nnc(-c2ccc3c(c2)OCO3)o1)C1CCS(=O)(=O)C1 (stereo not given) | -6 | 5 | 6 | 13 | 1 | -3 | 2
CCCNC(=O)C[C@@H]1CC[C@@H]2[C@H](COc3ccc(NC(=O)c4ccc(OC)cc4)cc3C(=O)N2C)O1 | nt | -7 | nt | 1 | nt | -16 | 3
CCCc1nc2oc3cc(OC)ccc3c(=O)c2c(=O)n1Cc1ccco1 | nt | nt | nt | 5 | nt | 4 | 9
Cc1ccc(S(=O)(=O)N2Cc3ccccc3CC2C(=O)Nn2cnnc2)cc1 (stereo not given) | nt | nt | nt | -1 | nt | -7 | -6
CCc1ccc(N(CC(=O)Nc2ccccc2C(=O)N2CCOCC2)S(C)(=O)=O)cc1 | 4 | nt | 6 | nt | -1 | 3 | nt
Nn1c(SCc2csc(-c3ccccc3)n2)nnc1-c1cccs1 | nt | nt | nt | 3 | nt | -3 | 9
Cc1nn(Cc2c(F)cccc2Cl)c(=O)c2ccccc12 | 0 | 2 | -4 | 2 | -1 | 0 | 5
COCCNC(=O)Cn1cnc2c(cnn2-c2ccc(C)cc2)c1=O | -2 | 12 | 5 | 3 | -1 | 4 | 2
O=C(C[C@H]1CC[C@H]2[C@@H](COC[C@H](O)CN2CCC(F)(F)F)O1)NCC1CC1 | -3 | 0 | -5 | 0 | -1 | 15 | -4
O=c1[nH][nH]c(-c2ccccc2O)c1C(C[N+](=O)[O-])c1ccc(Br)cc1 (stereo not given) | -1 | 43 | 6 | nt | 14 | -8 | nt
O=C(C1CCOCC1)N1CC2(C1)[C@H](c1ccccc1)[C@H](CO)N2Cc1ccccc1F | 1 | -1 | nt | nt | nt | -2 | nt
C[C@H](CO)N1C[C@H](C)[C@H](CN(C)C(=O)Nc2ccccc2)OCCCC[C@H](C)Oc2ccc(NS(=O)(=O)c3cn(C)cn3)cc2C1=O | -2 | -2 | 11 | nt | 1 | 5 | -1
CC(NCc1ccco1)C(=O)N1CCc2ccccc2C1 (stereo not given) | 2 | 9 | -7 | -1 | nt | nt | 3
Cc1cc(OCC(=O)O/N=C(\N)Cc2cccs2)ccc1Br | 2 | -28 | 0 | -34 | -1 | nt | -9
CCOc1ccc(N(CC(=O)N2CCN(c3ccccc3OC)CC2)S(=O)(=O)c2ccc(C)cc2)cc1 | -2 | 6 | -4 | 0 | 2 | 10 | -3
COc1ccc2c(c1)CCc1c(C(=O)NCC(C)C)noc1-2 | -1 | -68 | -6 | -14 | 0 | -1 | 21
COc1ccc(Br)c(C(=O)Nn2c(C)nc3ccccc3c2=O)c1 | nt | nt | nt | 14 | nt | 3 | -10
NC(=O)c1cccc([N+](=O)[O-])c1 | nt | 8 | -1 | 5 | 0 | nt | 0
O=S(=O)(c1ccccc1)c1nc(-c2ccc(F)cc2)oc1NCC1CCCO1 (stereo not given) | -3 | -15 | -13 | 1 | 0 | 3 | -5
Cc1cc(Cl)c(S(=O)(=O)Nc2ccc3c(c2)OCO3)cc1OCC(N)=O | nt | nt | nt | 101* | nt | 0 | -5
C[C@@H]1CN([C@@H](C)CO)C(=O)c2cc(NS(=O)(=O)c3ccc(Cl)cc3)ccc2O[C@@H](C)CCCCO[C@@H]1CN(C)C(=O)Nc1ccc(C(F)(F)F)cc1 | 8 | 5 | -11 | nt | 0 | nt | 5
c1ccc(N/N=C(\Cc2ncc[nH]2)c2ccccc2)cc1 | 2 | -3 | -4 | nt | 0 | 7 | nt
CCOc1ccc(CCNC(=O)CN2CCN(Cc3ccccc3F)C2=O)cc1OCC | nt | nt | nt | -7 | nt | 14 | -2
O=C(O)CN1C(=O)/C(=C\c2cccc(OCc3ccccc3)c2)SC1=S | 6 | -1 | 9 | 25 | 20 | 14 | 8
Cc1nc2ccc([N+](=O)[O-])cc2c(=O)n1Cc1cccc(F)c1 | 0 | -16 | -11 | -9 | 3 | 1 | 5
CC(c1nccs1)N(C)C(=O)CCc1nnc(CCc2ccccc2)o1 (stereo not given) | 1 | 6 | -4 | nt | 2 | 1 | nt
CCN(C[C@H]1[C@H](c2ccc(C3=CCCC3)cc2)[C@@H](CO)N1C(C)=O)C(C)=O | nt | 10 | nt | 11 | nt | -21 | 7
O=S(=O)(c1ccccc1F)N1[C@@H]2CNC[C@H]1C2c1ccc(-c2cccnc2)cc1 (stereo not given in full) | 3&2 | -12&-14 | 6&-13 | nt | -2&0 | 2&-7 | nt
CO[C@@H]1CN(C)C(=O)c2ccc(NC(C)=O)cc2OC[C@@H](C)N(C(=O)c2cccnc2)C[C@H]1C | -2 | -6 | 1 | 8 | -1 | -6 | 9
COc1ccc2ccccc2c1CN1CCN(c2ncc(Cc3ccccc3)cn2)CC1 | 11 | -1 | -3 | nt | -1 | -4 | nt
CN1c2ccc(C3=CCCCC3)cc2[C@H]2[C@H](CCN2C(=O)C2CCCCC2)[C@@H]1CO | 9 | 0 | 0 | nt | -1 | 12 | nt
CC(C)(C)C1CCC(=NNC(=O)CC(=O)NCc2ccccc2)CC1 (stereo not given) | -1 | 2 | -5 | nt | -2 | 3 | nt
CCOc1ccc(NC(=O)NCc2ccccn2)cc1 | -5 | -2 | 0 | 4 | 2 | -3 | 5
Cc1cc(C)nc(Sc2ncnc3c2oc2ccccc23)n1 | nt | nt | nt | 2 | nt | 3 | 34
C[C@H](CO)N1C[C@H](C)[C@H](CN(C)Cc2ccccc2)OCCCC[C@H](C)Oc2ccc(NS(=O)(=O)c3cn(C)cn3)cc2C1=O | 0 | 11 | 9 | nt | 2 | 7 | -8
O=C(N[C@H]1CC[C@H](CCNS(=O)(=O)c2cccc(Cl)c2)O[C@H]1CO)c1ccc(F)cc1 | 2 | -16 | 2 | 7 | 0 | 4 | 4
COc1ccc(OCc2cc(C(=O)N3C[C@@H](C)O[C@@H](C)C3)no2)c(Cl)c1 | 0 | -47 | 0 | -8 | 1 | -3 | 42*
Cc1ccc(-n2ncc3c(N4CCC(C(N)=O)CC4)ncnc32)c(C)c1 | nt | nt | nt | -4 | nt | -1 | 5
Cc1csc2c(=O)sc(NC(=O)c3ccc(F)cc3)nc12 | -1 | 4 | -10 | nt | 1 | 0 | nt
C[C@H]1CN([C@@H](C)CO)C(=O)c2cc(C#Cc3ccccc3F)cnc2O[C@@H]1CN(C)S(=O)(=O)c1ccccc1 | 1 | -5 | -9 | nt | -4 | nt | 5
O=C(CNC(=O)c1ccco1)N/N=C/c1cc(Br)ccc1O | -1 | 14 | -1 | 2 | -4 | 10 | -2

(more compounds)
SMILES | SIRT5 inh | LGR2 antag | S100A4 inh HTS | Statin myotox sup | CASP6 VEID inh | FN deposition inh | esBAF inh
O=C(CSc1nnc(C2CC2)n1Cc1ccccc1)NCc1ccccc1 | nt | nt | nt | -2 | nt | -7 | -7
Cc1nc(N)c(Cc2ccccc2F)c(N)n1 | -3 | -5 | 1 | 6 | 3 | -2 | 8
Nc1ccc(-c2nnc(-c3ccc(N)cc3)o2)cc1 | -1 | -36 | -3 | -2 | 0 | 8 | 10
CCN(CC)CCn1c(SCC(=O)NCCC2=CCCCC2)nc2c(sc3ccccc32)c1=O | -6 | 17 | 5 | nt | 7 | -15 | nt
COc1ccc(NC(=O)C(c2ccc(C#N)cc2)n2c(=O)c(-c3cc4ccccc4[nH]3)nc3ccccc32)cc1 (stereo not given) | 1 | -14 | -3 | nt | -2 | 3 | nt
CCOc1ccccc1N(CC(=O)Nc1ccc(OC)cc1)S(=O)(=O)c1ccccc1 | 1 | 14 | -5 | 21 | -1 | -7 | -2
COc1ccc(C(=O)NC(=S)Nc2cccc3cc(O)ccc23)cc1OC | -1 | 0 | -2 | 9 | 3 | nt | 0
Cc1ccccc1S(=O)(=O)N1C[C@H](O)COC[C@H]2O[C@H](CC(=O)NCCc3ccccc3)CC[C@@H]21 | 8 | 1 | 9 | 14 | -1 | -4 | 6
COc1cccc(-c2ccc([C@@H]3[C@@H](CO)N4C(=O)CN(C(=O)NC(C)C)C[C@H]34)cc2)c1 | 9 | 17 | 19 | nt | -1 | nt | nt

esBAF inh: hit marks shown above
Compound | SIRT5 inh | LGR2 antag | S100A4 inh HTS | CASP6 VEID inh | esBAF inh
COc1ccc(OCc2cc(C(=O)N3C[C@@H](C)O[C@@H](C)C3)no2)c(Cl)c1 | 0 | -47 | 0 | 1 | 42*

3 compounds out of the list above, arranged by the value under CASP6 VEID inh, falling:
smiles	CASP6 VEID inh
COc1ccc(C(=O)NC(=S)Nc2cccc3cc(O)ccc23)cc1OC	3
Nc1ccc(-c2nnc(-c3ccc(N)cc3)o2)cc1	0
COc1cccc(-c2ccc([C@@H]3[C@@H](CO)N4C(=O)CN(C(=O)NC(C)C)C[C@H]34)cc2)c1	-1
